TRHR agonist – agonists of human TRH receptor | P34981 | TRHR cells, calcium flux fluo-8, FDSS agonist mode | activation, % at 2 µM | hit rate 0.18% among 360,000 | AID 493084; in the data active means activation above about 30%; further: 0% is about no effect
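Agonist-mode FDSS calcium read (Ex 480/Em 530, 1 s cycles) in 1536-well TRHR cells with fluo-8 dye, after 10-cycle baseline and 23 nL compound addition; TRH at EC20 (10 nM final) added afterwards for the enhancer phase.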
TrxR1 inh – rat TrxR1 inhibition; O89049; hit rate 1% among 390,000; recombinant rTrxR1, NADPH fluorescence consumption, selenite substrate; Potency, µM (titrated, usually from 114 µM), without a hit: at the highest dose activity change, negative = inhibition, hits mostly inhibitors; further: potency means the concentration at half of the fitted maximal effect; on the % scale 0 is the no-effect control and ±100 the full control effect; nearly all actives have a fitted effect of over 65% in size
Target sequence (O89049 whole entry, looked up): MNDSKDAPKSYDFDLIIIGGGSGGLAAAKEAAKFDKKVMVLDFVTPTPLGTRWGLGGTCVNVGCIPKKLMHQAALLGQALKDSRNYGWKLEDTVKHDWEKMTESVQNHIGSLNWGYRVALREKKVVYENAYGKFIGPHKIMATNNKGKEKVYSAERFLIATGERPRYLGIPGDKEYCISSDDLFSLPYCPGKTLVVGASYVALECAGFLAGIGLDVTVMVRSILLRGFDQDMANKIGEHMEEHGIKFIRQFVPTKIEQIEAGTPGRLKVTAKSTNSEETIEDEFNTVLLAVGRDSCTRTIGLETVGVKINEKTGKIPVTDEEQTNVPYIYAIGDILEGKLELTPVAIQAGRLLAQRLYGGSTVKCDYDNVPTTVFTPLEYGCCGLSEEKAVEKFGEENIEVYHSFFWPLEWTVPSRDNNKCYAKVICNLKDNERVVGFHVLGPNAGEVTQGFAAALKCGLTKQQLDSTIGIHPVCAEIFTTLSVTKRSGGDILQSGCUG
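Rat TrxR1 (90 nM in the dispensed reagent) was pre-reduced with 400 uM NADPH for 5 min at room temperature, then incubated with compound for 15 min. After 400 uM selenite was added, NADPH fluorescence (Ex 340/Em 450 nm) was followed for 8 min.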
D2 antag – antagonizes the human D2 dopamine receptor. P14416. HEK293 TREx D2 cells, calcium flux, dopamine EC80. inhibition, % at 10 µM. hit rate 2% among 340,000; in the data active means inhibition above about 30%; further: 0% is about no effect
Target sequence (P14416 whole entry, looked up): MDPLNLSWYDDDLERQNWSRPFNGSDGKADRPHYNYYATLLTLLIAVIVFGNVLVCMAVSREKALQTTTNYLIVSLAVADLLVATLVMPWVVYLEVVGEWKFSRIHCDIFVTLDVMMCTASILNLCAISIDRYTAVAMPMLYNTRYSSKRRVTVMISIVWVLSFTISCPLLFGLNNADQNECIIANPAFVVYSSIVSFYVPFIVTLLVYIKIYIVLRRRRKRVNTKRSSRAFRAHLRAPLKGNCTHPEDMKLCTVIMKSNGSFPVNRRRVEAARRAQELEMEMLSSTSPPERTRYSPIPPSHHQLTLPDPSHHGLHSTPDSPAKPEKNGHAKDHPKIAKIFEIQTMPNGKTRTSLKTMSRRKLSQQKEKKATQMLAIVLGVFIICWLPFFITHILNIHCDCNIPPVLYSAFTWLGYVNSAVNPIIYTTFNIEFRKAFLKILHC
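Compounds are added to dye-loaded, induced HEK293 T-REx cells coupled to calcium release via D2; after a 3 min kinetic read an EC80 dopamine stimulus is given and fluorescence is recorded for 3 more min.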
PI4K2A block – inhibitors of human PI4K2A | Q9BTU6 | purified PI4K2A, ADP-Glo luminescence, 1 h; stronger effect = lower value | activity change, negative = inhibition, % at 76.9 µM | hit rate 0.13% among 420,000 | AID 1346378; in the data active means activity change below about -50%; inconclusive means mostly about -30% to -49%;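 further: -100% = wells without enzyme as full effect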
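PI4K2A activity was measured by ADP-Glo luminescence: enzyme (4 ug/mL stock) and phosphatidylinositol (1.2 mM stock) in Tris pH 7.5/MgCl2/EGTA/Triton X-100 buffer were reacted with ATP (300 microM stock) for one hour at ambient temperature.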
D2 ag – activates the human D2 dopamine receptor | hit rate 0.53% among 340,000 | P14416 | HEK293 T-REx D2 cells, calcium flux agonist mode | activation, % at 2 µM;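 active means activation over 3 SD above normal in the single-dose calcium agonist read, cut at about 30% in these data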; further: 0% is about no effect
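In this primary screen, compounds producing a positive calcium signal within 180 s of addition to tetracycline-induced, force-coupled HEK293 Trex D2 cells are flagged; cells are dye-loaded with a no-wash calcium kit beforehand.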
TrxR1 substrate – substrates of rat thioredoxin reductase 1 | O89049 | purified TrxR1 substrate turnover, NADPH consumption readout | Potency, µM (titrated, usually from 114 µM), inactives show top-dose activity change, negative = substrate turnover | hit rate 0.01% among 390,000 | AID 588456; further: potency means the concentration at half of the fitted maximal effect; on the % scale 0 is the no-effect control and ±100 the full control effect; nearly all actives have a fitted effect of over 50% in size
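Rat TrxR1, dispensed at 90 nM, was prereduced with 400 uM NADPH (final) for 5 min at ~22 deg C, then incubated with compound 15 min before 400 uM selenite. A first-read NADPH fluorescence drop versus no-compound background flagged substrates.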
IDH1 R132H inh – human IDH1 R132H inhibition; O75874; IDH1-R132H enzyme, NADPH consumption, diaphorase/resazurin fluorescence; Potency, µM (highest dose often 76.6 µM), inactives show top-dose activity change, negative = inhibition, actives largely listed as inhibitors; hit rate 0.093% among 390,000; AID 602179; further: potency means the concentration at half of the fitted maximal effect; on the % scale 0 is the no-effect control and ±100 the full control effect; nearly all actives have a fitted effect of over 65% in size
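IDH1-R132H (0.5 ug/mL dispensed) in pH 7.5 Tris buffer was preincubated 30 min with compound, then given a substrate mix of 0.016 mM NADPH and 2 mM alpha-KG for 80 min at room temperature; remaining NADPH was read by diaphorase/resazurin fluorescence.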
USP1 inh – USP1/UAF1 (human) deubiquitinase inhibition | O94782 | recombinant USP1/UAF1, Ub-Rhodamine cleavage fluorescence | Potency, µM (titrated, usually from 57.1 µM), without a hit: top-dose activity change, negative = inhibition, usual class: inhibitors | hit rate 0.23% among 390,000 | AID 743255; further: potency means the concentration at half of the fitted maximal effect; on the % scale 0 is the no-effect control and ±100 the full control effect; nearly all actives have a fitted effect of over 60% in size; inactives centre near -12
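High-throughput fluorogenic screen: 1nM USP1/UAF1 complex, Ub-Rho substrate 150nM final, 50mM HEPES pH 7.8 with 0.5mM EDTA, 0.1 mg/ml BSA, 1mM TCEP and 0.01% Tween-20.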
TRHR PAM – allosteric enhancers of human TRH receptor; P34981; TRHR cells, fluo-8 calcium fluorescence, EC20 TRH enhancement; enhancement, % at 2 µM; hit rate 0.66% among 360,000; AID 493056; in the data active means enhancement above about 30%; further: 0% is about no effect
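Enhancer read-out: after compound pinning and an initial kinetic agonist-mode read, an EC20 of TRH (10 nM final) was injected and fluo-8 calcium signal (Ex 480/Em 530) followed at 1 s/cycle for 100 cycles in TRHR-expressing cells.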
Numbers without * were called inactive; ? = inconclusive; . = not tested or not shown; [ ] = remark or other dose. Unless noted, the call rests on the fitted dose curve; in most records, active means well fitted inhibition curve with a large enough effect; inconclusive means small, poorly fitted or top-dose-only effect; inactive means no such curve, though single readings can be large or run the other way.

Start of the data: the first 10 entries, to show the layout:
SMILES	TRHR agonist	TrxR1 inh	D2 antag	PI4K2A block	D2 ag	TrxR1 substrate	IDH1 R132H inh	USP1 inh	TRHR PAM
C=CCNC(=O)c1ccc(Sc2ccccc2)c([N+](=O)[O-])c1	-1.1	25%[57.1 µM]	-16	-3	-0.1	1%[57.1 µM]	11%	-8%	-5
COC(=O)CSc1nc(C)c2c(n1)CCCC2	-0.1	19%	-18	3	0.2	-1%	8%	5%	-5
C/C(=N\NC(N)=O)C1CC(Cc2ccccc2)C(=O)O1 (configuration not stated)	-1.5	12%	7	6	0.0	6%[57.1 µM]	-4%	0%	2
Cc1ccccc1NC(=O)c1ccc(CN2CC(=O)N3CCCCC3C2=O)cc1 (configuration not stated)	0.1	13%[57.1 µM]	.	-4	.	9%[57.1 µM]	1%	-26%	2
Cc1ccc(C(=O)Nc2ccc(O)cc2C(=O)O)cc1	0.0	5%	-8	-5	0.7	-10%	3%	-4%	2
CCNc1ccccc(-c2ccc3ccccc3n2)c1=O	2.3	?	0	5	3.3	8%	-3%	-14%	1
CC(=O)c1cccc(NC(=O)c2ccc3ccccc3c2)c1	-0.1	26%	31*	-2	0.0	-1%	2%	-23%	0
O=C(NCCOCCn1c(=O)oc2ccccc21)Nc1cccc(Cl)c1	-1.4	24%	.	-1	-1.2	-3%	10%	-16%	15
Cc1cc(SCNC(=O)c2ccccc2)nc(C(C)C)n1	0.4	?	1	2	0.0	3%[57.1 µM]	2%	4%	4
Cc1cc2c(nn1)CCc1c-2no[n+]1[O-]	0.6	11%[11.4 µM]	-7	-1	1.9	4%[11.4 µM]	4%	5%	1

Results (from the top)
SMILES	TRHR agonist	TrxR1 inh	D2 antag	PI4K2A block	D2 ag	TrxR1 substrate	IDH1 R132H inh	USP1 inh	TRHR PAM
C=CCNC(=O)c1ccc(Sc2ccccc2)c([N+](=O)[O-])c1	-1.1	25%[57.1 µM]	-16	-3	-0.1	1%[57.1 µM]	11%	-8%	-5
COC(=O)CSc1nc(C)c2c(n1)CCCC2	-0.1	19%	-18	3	0.2	-1%	8%	5%	-5
C/C(=N\NC(N)=O)C1CC(Cc2ccccc2)C(=O)O1 (configuration not stated)	-1.5	12%	7	6	0.0	6%[57.1 µM]	-4%	0%	2
Cc1ccccc1NC(=O)c1ccc(CN2CC(=O)N3CCCCC3C2=O)cc1 (configuration not stated)	0.1	13%[57.1 µM]	.	-4	.	9%[57.1 µM]	1%	-26%	2
Cc1ccc(C(=O)Nc2ccc(O)cc2C(=O)O)cc1	0.0	5%	-8	-5	0.7	-10%	3%	-4%	2
CCNc1ccccc(-c2ccc3ccccc3n2)c1=O	2.3	?	0	5	3.3	8%	-3%	-14%	1
CC(=O)c1cccc(NC(=O)c2ccc3ccccc3c2)c1	-0.1	26%	31*	-2	0.0	-1%	2%	-23%	0
O=C(NCCOCCn1c(=O)oc2ccccc21)Nc1cccc(Cl)c1	-1.4	24%	.	-1	-1.2	-3%	10%	-16%	15
Cc1cc(SCNC(=O)c2ccccc2)nc(C(C)C)n1	0.4	?	1	2	0.0	3%[57.1 µM]	2%	4%	4
Cc1cc2c(nn1)CCc1c-2no[n+]1[O-]	0.6	11%[11.4 µM]	-7	-1	1.9	4%[11.4 µM]	4%	5%	1
CCCOC(=O)c1ccc(NC(=O)c2ccc(Br)o2)cc1	0.3	-11%	3	-1	-0.2	-15%	10%	-9%	-1
COc1ccccc1N1CCN(c2ncnc3c2nc2n3CCCC2)CC1	-1.9	-6%	.	-2	-0.5	0%	1%	-2%	-3
O=C1C=C(NCCN2CCOCC2)C(=O)c2cnccc21	0.2	.	-2	.	-0.6	.	.	.	1
N#Cc1cc(Oc2ccc3ccccc3c2)c(-n2nnc3ccccc32)cc1C#N	0.3	32%[activator]	-2	2	-0.1	23%	1%	-15%	9
Cc1c2cnn(CC(=O)NCc3ccc(F)cc3)c(=O)c2c(C)n1Cc1ccccc1Cl	-1.2	15%	.	0	0.2	8%	4%	-19%	-4
O=C(N/N=C/c1ccc2c(c1)OCO2)C1COc2ccccc2O1 (configuration not stated)	0.0	27%	-10	2	-0.4	13%[57.1 µM]	-6%	-17%	-3
CC(Sc1nc(N)c(NC(=O)c2ccc(Br)o2)c(=O)[nH]1)C(=O)O (configuration not stated)	0.1	-7%	3	0	0.5	-7%	4%	-25%	11
Cc1cccc(NS(=O)(=O)c2ccc3[nH]c(=O)ccc3c2)c1C	-0.1	-11%	.	-5	1.3	-13%	19%	-7%	0
O=C1N=c2ccccc2=C1c1sc(=S)n(Cc2ccccc2Cl)c1O	-0.7	20%[11.4 µM]	7	-3	0.3	8%[11.4 µM]	-3%	?	0
Clc1ccc(CSc2nnc(-c3ccncc3)s2)cc1	-1.8	-5%[57.1 µM]	4	-4	0.2	-8%[57.1 µM]	16%	?	-5
CCC(=O)Nc1sc(Cc2ccccc2)c(C)c1C(N)=O	-2.2	23%[57.1 µM]	-20	-1	0.5	-7%	8%	-19%	1
C/C(Cn1ncc(N2CCOCC2)c(Cl)c1=O)=N\O	0.5	7%	-21	-2	0.6	-5%	-4%	-14%	3
CCCCN(CC)CCCNC(=O)CC1Nc2ccccc2NC1=O (configuration not stated)	-0.2	-6%	40*	-1	75*	21%	6%	-25%	-1
O=C(COC(=O)CC1CC2CCC1C2)Nc1ccc(Cl)c(S(=O)(=O)N2CCOCC2)c1 (configuration not stated)	0.2	9%	9	-1	0.1	1%	4%	-24%	4
COc1cc(Nc2ncc3c(n2)CCN(Cc2cccc(C)c2)C3)cc(OC)c1	0.2	17%[57.1 µM]	.	2	5.5	1%[57.1 µM]	.	-26%	-5
Cc1ccccc1NS(=O)(=O)c1ccc(C(=O)N2CCCCCC2)cc1	1.1	10%	-11	1	1.0	-4%	2%	-2%	1
Cc1ccc(NC(=S)N2CCN(C)CC2)c(C)c1	0.1	-7%	6	4	-0.2	-4%	-6%	-17%	1
CSc1nc2sc3c(c2c(=O)[nH]1)CCC3	-0.2	10%[57.1 µM]	-9	-2	0.1	4%	1%	-14%	3
Cc1ccc(CNC(=O)c2nc(SCc3ccccc3C)ncc2Cl)cc1	2.8	33%	.	1	0.2	4%	.	15%	2
C#CCOC(=O)Nc1cc(C)n(-c2ccccc2)n1	0.4	13%	-23	-9	0.1	1%	-4%	-3%	3
CC(C)Oc1cccc(C(=O)C2CCCN(S(C)(=O)=O)C2)c1 (configuration not stated)	-3.2	14%[57.1 µM]	20	-7	-1.2	-14%[57.1 µM]	5%	-8%	-7
Cc1ccc2c(c1)Oc1ccccc1C=C2C(=O)O	0.6	22%[57.1 µM]	8	1	0.5	4%[57.1 µM]	6%	-6%	-8
CN1CCC[C@@H]1CCNC(=O)c1c(-c2ccc3c(c2)OCO3)noc1-c1ccsc1	.	-11%[57.1 µM]	.	-3	.	-6%	-8%	22%	.
CCC(=O)Nc1ccc2nc(SCCOc3ccc(C)cc3OC)sc2c1	0.6	17%	.	3	-1.2	4%	6%	-20%	-1
C(=N\Nc1nn[nH]n1)/c1ccccc1	0.9	23%	2	-3	0.9	7%[57.1 µM]	3%	-3%	14
CC(=O)c1ccc(NC(=O)C2CCCN(S(=O)(=O)c3cn(C)cn3)C2)cc1 (configuration not stated)	0.8	-2%[57.1 µM]	.	3	-1.4	-3%[57.1 µM]	9%	-16%	-2
O=C1CC(c2ccccc2)CC(O)=C1C=NCc1ccncc1 (configuration not stated)	0.9	11%[57.1 µM]	6	0	-0.6	3%[57.1 µM]	-4%	-1%	12
COc1cccc(-n2cc(C(=O)NCCCOC(C)C)c3ccccc3c2=O)c1	-0.3	30%	7	-3	-0.5	10%	1%	-9%	14
CC(C)NC(=O)C1CCCN(c2ncnc3onc(-c4ccc(F)cc4)c23)C1 (configuration not stated)	4.8	3%	.	1	0.9	6%	-12%	1%	13
C1CN(c2nc3nonc3nc2N2CCSCC2)CCO1	0.0	6%	6	0	0.6	-7%	-1%	-10%	0
COc1cccc(C(=O)N(C)Cc2c(C)nn(C3CCS(=O)(=O)C3)c2C)c1 (configuration not stated)	.	33%	.	0	.	7%	-12%	-1%	.
CCOCC(=O)N1CCCC(C(=O)OCC)C1 (configuration not stated)	0.3	5%[57.1 µM]	-20	0	0.7	3%[57.1 µM]	1%	-23%	5
O=C1c2cccc3cccc(c23)C(=O)N1Cc1cccnc1	-3.1	8%[57.1 µM]	13	-1	-2.5	-9%[57.1 µM]	1%	-5%	3
O=C(CSc1nnnn1-c1ccc(F)cc1)NC1CCCCC1	-0.6	13%[57.1 µM]	.	-1	.	10%[57.1 µM]	3%	0%	-2
O=C1[C@H](Cc2ccccc2)NCC=CC[C@@H](c2ccc(Cl)cc2)N1Cc1ccccc1	.	1%	.	-2	.	-6%	-5%[38.3 µM]	-15%	.
Brc1ccccc1OCCOc1cccc2cccnc12	-0.9	11%	-10	-5	-0.4	5%	2%	-18%	-2
Cn1c(O)c(C2=c3ccccc3=NC2=O)[nH]c1=S	-1.7	-13%	11	-3	-0.9	-6%	6%	-7%	10

Assay outcomes from PubChem.
